NALP3 yeast inh = blocks the NALP3 inflammasome reconstituted in yeast. Yeast reconstituted NLRP3/ASC/caspase-1, beta-gal luminescence, 24 h. 330,000 tested, 0.39% active. inhibition, % at 10 µM. AID 2825;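 active = inhibition of 50% or more; inactive = inhibition below 50%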;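 also: plate controls were induced DMSO wells for no effect and uninduced yeast grown without galactose for full effect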
SENP8 block-1 = SENP8 protease inhibition | inhibition, % at 10 µM | purified SENP8, Z-RLRGG-aminoluciferin cleavage, luminescence | Q96LD8 | 330,000 tested, 1.2% active | AID 2540; in the data active = inhibition above about 50%
SENP1 FRET inh = inhibitors of human SENP1 SUMO protease catalytic domain; recombinant SENP1 catalytic domain, CyPet-SUMO1-YPet FRET cleavage; inhibition, % at 10 µM; 360,000 tested, 0.21% active;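 active = inhibition at least 30% at 10 µM, raw YFP signal under a set limit, fluorescence ratio 0.5 to 1.5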;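 also: 0% = enzyme with DMSO and 100% = no enzyme wells; some results filed as inactive read as strong as hits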
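Test system: human SENP1 catalytic domain; medium: Tris pH 8 buffer plus EDTA, NaCl, BME, BSA, NP40, catalase; incubation: 50 min reaction at room temperature; technique: FRET, CFP and YFP emission; controls: no-enzyme low control and enzyme-plus-DMSO high control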
PfG6PD inh = PfG6PD (Plasmodium falciparum) enzyme inhibition. 350,000 tested, 0.78% active. AID 504690. inhibition, % at 20 µM. PfGluPho enzyme, NADPH resazurin-diaphorase fluorescence;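 active = inhibition reaching at least a set limit at 20 µM in the primary screen, cut at about 59% in these data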;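 also: 0% = DMSO wells with substrate and 100% = DMSO wells lacking glucose-6-phosphate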
Apaf1 inhib = human Apaf-1 inhibition; reconstituted apoptosome caspase-3 activity, DEVD-Rh110 fluorescence; inhibition, % at 20 µM; 330,000 tested, 0.71% active; AID 489030; active = inhibition of at least 40% at 20 µM;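 also: plate controls were DMSO wells for no effect and DEVD-CHO caspase inhibitor wells for full effect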
Target sequence (O14727 whole entry, looked up): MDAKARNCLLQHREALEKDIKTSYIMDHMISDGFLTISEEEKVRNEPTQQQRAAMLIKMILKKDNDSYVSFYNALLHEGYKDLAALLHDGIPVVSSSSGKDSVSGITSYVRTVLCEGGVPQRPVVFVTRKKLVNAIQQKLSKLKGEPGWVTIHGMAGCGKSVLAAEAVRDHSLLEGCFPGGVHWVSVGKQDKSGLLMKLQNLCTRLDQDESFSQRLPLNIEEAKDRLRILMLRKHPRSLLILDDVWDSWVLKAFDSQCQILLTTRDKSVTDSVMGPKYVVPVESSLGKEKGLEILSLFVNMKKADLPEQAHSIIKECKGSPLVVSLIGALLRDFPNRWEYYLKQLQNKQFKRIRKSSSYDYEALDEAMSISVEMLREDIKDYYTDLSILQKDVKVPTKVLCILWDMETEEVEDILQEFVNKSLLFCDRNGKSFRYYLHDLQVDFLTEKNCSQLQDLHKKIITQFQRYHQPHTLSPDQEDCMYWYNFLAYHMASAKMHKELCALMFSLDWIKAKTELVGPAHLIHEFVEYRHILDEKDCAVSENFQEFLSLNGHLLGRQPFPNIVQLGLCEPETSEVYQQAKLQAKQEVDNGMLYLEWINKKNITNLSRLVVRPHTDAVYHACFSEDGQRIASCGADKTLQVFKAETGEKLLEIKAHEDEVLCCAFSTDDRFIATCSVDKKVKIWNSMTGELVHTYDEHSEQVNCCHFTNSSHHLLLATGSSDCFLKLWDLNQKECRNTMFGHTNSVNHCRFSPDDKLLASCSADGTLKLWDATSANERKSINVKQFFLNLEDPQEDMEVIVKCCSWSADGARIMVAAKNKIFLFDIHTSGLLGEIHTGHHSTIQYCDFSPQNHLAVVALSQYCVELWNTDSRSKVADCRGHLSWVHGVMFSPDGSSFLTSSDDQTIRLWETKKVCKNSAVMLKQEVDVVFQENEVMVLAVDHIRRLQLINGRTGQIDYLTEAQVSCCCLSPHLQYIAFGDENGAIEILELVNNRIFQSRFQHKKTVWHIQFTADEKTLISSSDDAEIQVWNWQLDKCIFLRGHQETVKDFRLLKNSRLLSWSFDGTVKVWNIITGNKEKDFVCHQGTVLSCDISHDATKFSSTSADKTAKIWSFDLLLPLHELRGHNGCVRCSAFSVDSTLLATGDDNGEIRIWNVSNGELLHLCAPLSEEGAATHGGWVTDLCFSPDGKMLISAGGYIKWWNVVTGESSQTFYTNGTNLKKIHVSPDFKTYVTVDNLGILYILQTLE
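Assay system – apoptosome proteins · Medium – Hepes buffer, pH 7.5 · Also added – cytochrome c with DEVD-Rh110 · Timing – 30 min compound preincubation, 50 min activation, room temperature · Detection – Rh110 fluorescence, excitation 480 nm, emission 540 nm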
HKDC1 inh = inhibitors of human hexokinase HKDC1 | Q2TB90 | recombinant HKDC1, G6PDH/diaphorase resazurin coupled fluorescence | inhibition, % at 20 µM | 340,000 tested, 0.16% active | AID 493160;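 active = inhibition above about 35% when tested at 20 µM, limit read from the data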;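 also: plate controls were DMSO wells with enzyme for no effect and DMSO wells lacking enzyme for full effect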
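Test system: recombinant HKDC1 (HK5) hexokinase enzyme, produced in-house; Amount: enzyme 5 µg/mL final; Buffer or medium: Tris pH 8.0 buffer with MgCl2, Tween-20, BSA, BME; Reagent: glucose and ATP substrates; Doses: 20 µM test compound, 1% DMSO; Incubation: 90 min reaction incubation at room temperature, dark; Detection: resorufin fluorescence at 613 nm.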
SENP8 block-2 = blocks human SENP8 cleavage of Nedd8 substrate; recombinant SENP8, Nedd8 substrate fluorescence; AID 602440; inhibition, % at 20 µM; Q96LD8; 360,000 tested, 0.64% active; in the data active = inhibition mostly above about 40%, no sharp cut-off; inactive = mostly below about 27%
SENP7 inh = blocks the human protease SENP7 | inhibition, % at 5 µM | recombinant SENP7, Z-RLRGG-aminoluciferin luminescence, 40 min | 330,000 tested, 1.5% active | AID 434973 | Q9BQF6;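 active = inhibition above about 50% at the single test dose, limit read from the data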;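 also: plate controls were DMSO with enzyme for no effect and no enzyme buffer wells for full effect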
SENP6 inh = blocks the human protease SENP6; Q9GZR1; Recombinant SENP6 catalytic domain, aminoluciferin luminescence; inhibition, % at 10 µM; 330,000 tested, 1.8% active;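 active = inhibition above about 50% at the single tested dose, limit read from the data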;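 also: plate controls were DMSO wells with enzyme for no effect and DMSO wells lacking enzyme for full effect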
The depositor's hits bear a star; i = inactive; nt = no result given.

Abbreviations – A = NALP3 yeast inh; B = SENP8 block-1; C = SENP1 FRET inh; D = PfG6PD inh; E = Apaf1 inhib; F = HKDC1 inh; G = SENP8 block-2; H = SENP7 inh; I = SENP6 inh
> CCCn1c2c(c(O)c(C(=O)Nc3nc4ccccc4s3)c1=O)CCCC2
  A: 9	B: -9	C: 1	D: -20	E: 7	F: 6	G: -257	H: -7	I: -28

> Cc1ccc(C(=O)NC(=S)Nc2ccc3[nH]c(=O)[nH]c3c2)cc1
  A: 19	B: -2	C: 0	D: 6	E: 4	F: -4	G: 9	H: 5	I: 19

> CC1CN(C(=O)CN2C(=O)NC3(CCCC3)C2=O)C(=Nc2cccc(S(=O)(=O)N(C)C)c2)S1 (stereo not drawn)
  A: 18	B: -6	C: 2	D: 8	E: -4	F: -3	G: 18	H: -2	I: -14

> COc1ccc(C(=O)NCC(=O)N2CCCC(C(F)(F)F)C2)cc1OC (stereo not drawn)
  A: 19	B: -2	C: -1	D: 4	E: 10	F: -6	G: 10	H: 3	I: 6

> CC(C)N1C(=S)N(Cc2ccco2)C(=O)C1CC(=O)Nc1ccccc1 (stereo not drawn)
  A: 0	B: -3	C: -2	D: -1	E: 6	F: -2	G: 18	H: -10	I: -8

> CCOC(=O)c1c(-c2ccccc2)nc2c(C)cccn12
  A: 20	B: -10	C: 1	D: 4	E: 10	F: -2	G: 8	H: -10	I: -9

> CCOC(=O)c1[nH]c(C)c(C(=O)NC)c1C
  A: 16	B: 4	C: -1	D: -3	E: -11	F: -5	G: 11	H: -1	I: -3

> Cc1ccc(-n2nnnc2SCC(=O)N2CCN(C(=O)c3ccco3)CC2)c(C)c1
  A: -2	B: -4	C: 1	D: -4	E: 5	F: -1	G: 30	H: -2	I: -12

> COc1ccc(Br)cc1/C=N/n1nnnc1N
  A: 19	B: 1	C: 3	D: 4	E: -2	F: 6	G: -36	H: 1	I: 5

> CC1CN(S(=O)(=O)N(C)C)CCN1S(=O)(=O)N(C)C (stereo not drawn)
  A: 2	B: 0	C: 2	D: 9	E: -16	F: -8	G: 2	H: -7	I: -1

> CC(C)(C)NS(=O)(=O)c1ccc(OCC(=O)Nc2ccc3c(c2)OCCO3)cc1
  A: -19	B: 8	C: 1	D: 6	E: 16	F: 0	G: 21	H: 4	I: 0

> O=C(c1cc2ccccc2oc1=O)N(Cc1cccc(Br)c1)C1CCS(=O)(=O)C1 (stereo not drawn)
  A: 13	B: 2	C: -2	D: -9	E: 7	F: -4	G: -41	H: 10	I: -36

> O=c1cc(CO)[nH]cc1OCc1ccccc1
  A: 15	B: -5	C: 1	D: -3	E: -24	F: 0	G: 46*	H: -2	I: -16

> Cc1ccc(NS(=O)(=O)c2c(C)nc3sccn3c2=O)cc1C
  A: 4	B: 3	C: -1	D: 11	E: 3	F: -5	G: 22	H: -8	I: -8

> Oc1c(CN2CCCCC2)ccc2cccnc12
  A: nt	B: nt	C: 1	D: 18	E: nt	F: 1	G: 25	H: nt	I: nt

> CCCc1cc2c(cc1NC(=O)c1ccc(Br)cc1)OCO2
  A: 23	B: -1	C: 0	D: 0	E: -5	F: -6	G: 4	H: -7	I: -3

> O=C(O)C(Cc1ccccc1)N1C(=O)/C(=C/C=C/c2ccco2)SC1=S (stereo not drawn)
  A: nt	B: nt	C: -7	D: 9	E: nt	F: 37*	G: 12	H: nt	I: nt

> CCCCNC(=S)N1CCN(CC)CC1
  A: 4	B: 11	C: -3	D: -5	E: -17	F: -1	G: 19	H: -6	I: 15

> CCOC(=O)CN1C(=O)C(O)(C2CCc3ccccc3C2=O)c2ccccc21 (stereo not drawn)
  A: 12	B: 1	C: 1	D: -3	E: 0	F: -6	G: 26	H: 2	I: -18

> O=C1CCCN1CN(C(=O)c1ccc2c(c1)OCO2)c1cccc(Cl)c1
  A: -19	B: -7	C: 1	D: -9	E: -7	F: 0	G: 15	H: 5	I: -5

> COc1cc(C2CC(=O)OC3=C2C(=O)CC(C)(C)C3)cc(OC)c1OC (stereo not drawn)
  A: 8	B: 4	C: -1	D: 7	E: -1	F: -2	G: -3	H: 0	I: -8

> Cc1cccc(OCc2nnc(N)s2)c1
  A: -1	B: -7	C: 0	D: 3	E: 3	F: 8	G: 11	H: 14	I: 3

> FC(F)(F)c1ccc(Cl)c(NC(=S)N/N=C/c2ccccc2Cl)c1
  A: 28	B: 6	C: 1	D: 11	E: -7	F: -4	G: 27	H: 5	I: -7

> Cn1cccc1Cc1nnc(SCC(=O)NCC2CCCO2)n1CCc1ccccc1 (stereo not drawn)
  A: 0	B: -8	C: 2	D: -5	E: 6	F: -8	G: 19	H: -6	I: -19

> CCC(C)(C)C1CCc2c(sc(NC(=O)c3ccccc3C(=O)O)c2C#N)C1 (stereo not drawn)
  A: -4	B: 5	C: 1	D: -12	E: 11	F: 8	G: 11	H: -6	I: 17

> CC(C)(C)c1ccc(N2C(=O)CC(C/C=C/c3ccccc3)C2=O)cc1 (stereo not drawn)
  A: 11	B: 0	C: 0	D: 11	E: -20	F: -3	G: -2	H: -9	I: -7

> Cc1c(CC(=O)O)c(=O)oc2c(C)c(OCc3ccccc3Br)ccc12
  A: -7	B: 6	C: -5	D: -26	E: 1	F: 13	G: -288	H: 5	I: -8

> CCOC(=O)N1CCN(C(=O)CNC(=O)c2nn(-c3ccc(OC)cc3)c(=O)c3ccccc23)CC1
  A: 5	B: 2	C: 1	D: -3	E: 3	F: 0	G: -134	H: 1	I: -13

> CCc1ccc(NC(=O)C(C)Nc2ccc(S(=O)(=O)NC(C)=O)cc2)cc1 (stereo not drawn)
  A: 6	B: 0	C: 1	D: 1	E: -4	F: 3	G: 16	H: 6	I: -4

> Clc1cccc(-c2ccc3ncnc(NCc4cccnc4)c3c2)c1
  A: 12	B: -5	C: 1	D: 7	E: 12	F: -3	G: -249	H: 6	I: -19

> O=C(Nc1nccs1)[C@@H]1CCCN1C(=O)c1cccs1
  A: 3	B: -10	C: 1	D: -2	E: -4	F: 1	G: -2	H: -2	I: -2

> CCc1ccc(NC(=O)C(=O)NNC(=O)c2cccc(OC)c2)cc1
  A: 9	B: -2	C: 3	D: -25	E: 8	F: -1	G: 10	H: -1	I: 1

> CCCc1cc(=O)[nH]c(SC(C)C(=O)Nc2ccc3c(c2)OCCO3)n1 (stereo not drawn)
  A: 7	B: 6	C: -2	D: -1	E: 8	F: 7	G: 5	H: -8	I: -1

> Nc1ccc(Oc2ccc3c(c2)C(=O)NC3=O)cc1
  A: 17	B: 6	C: 2	D: 18	E: 0	F: 0	G: 16	H: 4	I: -1

> C=CCOc1nc(-c2ccncc2)nc2ccccc12
  A: 34	B: 3	C: -1	D: -8	E: 1	F: -2	G: 20	H: 0	I: -6

> COc1ccc2cc3cc(C(=O)NCCN4CCN(Cc5ccccc5)CC4)oc3nc2c1
  A: 15	B: -1	C: -1	D: 3	E: 7	F: 6	G: i	H: 0	I: -15

> COc1cc2c(cc1OC)[C@H](C)N(C(=O)CSc1nc(O)c(C(C)C)c(=O)[nH]1)CC2
  A: 17	B: 5	C: -2	D: 3	E: -4	F: -2	G: 14	H: -3	I: 8

> CCC(CO)Oc1cc(NCc2ccccc2Cl)c2ncn(C(C)C)c2c1 (stereo not drawn)
  A: 25	B: 7	C: -36	D: 24	E: 24	F: 8	G: 10	H: 8	I: 4

> CCn1cc(C(=O)NCCCN2CCC(C)CC2)c(=O)c2cc(S(=O)(=O)N3CCOCC3)ccc21
  A: 18	B: -5	C: 2	D: -12	E: -9	F: -2	G: 7	H: 10	I: 9

> Cc1ccc(OC(C)C(=O)N=Nc2c(O)[nH]c3ccc([N+](=O)[O-])cc23)cc1 (stereo not drawn)
  A: -2	B: -7	C: 3	D: 3	E: 9	F: -8	G: 19	H: -5	I: 0

In a second layout: entries from further up
SMILES,NALP3 yeast inh,SENP8 block-1,SENP1 FRET inh,PfG6PD inh,Apaf1 inhib,HKDC1 inh,SENP8 block-2,SENP7 inh,SENP6 inh
CCc1ccc(NC(=O)C(C)Nc2ccc(S(=O)(=O)NC(C)=O)cc2)cc1 (stereo not drawn),6,0,1,1,-4,3,16,6,-4
Clc1cccc(-c2ccc3ncnc(NCc4cccnc4)c3c2)c1,12,-5,1,7,12,-3,-249,6,-19
O=C(Nc1nccs1)[C@@H]1CCCN1C(=O)c1cccs1,3,-10,1,-2,-4,1,-2,-2,-2
CCc1ccc(NC(=O)C(=O)NNC(=O)c2cccc(OC)c2)cc1,9,-2,3,-25,8,-1,10,-1,1
CCCc1cc(=O)[nH]c(SC(C)C(=O)Nc2ccc3c(c2)OCCO3)n1 (stereo not drawn),7,6,-2,-1,8,7,5,-8,-1
Nc1ccc(Oc2ccc3c(c2)C(=O)NC3=O)cc1,17,6,2,18,0,0,16,4,-1
C=CCOc1nc(-c2ccncc2)nc2ccccc12,34,3,-1,-8,1,-2,20,0,-6
COc1ccc2cc3cc(C(=O)NCCN4CCN(Cc5ccccc5)CC4)oc3nc2c1,15,-1,-1,3,7,6,i,0,-15
COc1cc2c(cc1OC)[C@H](C)N(C(=O)CSc1nc(O)c(C(C)C)c(=O)[nH]1)CC2,17,5,-2,3,-4,-2,14,-3,8
CCC(CO)Oc1cc(NCc2ccccc2Cl)c2ncn(C(C)C)c2c1 (stereo not drawn),25,7,-36,24,24,8,10,8,4
CCn1cc(C(=O)NCCCN2CCC(C)CC2)c(=O)c2cc(S(=O)(=O)N3CCOCC3)ccc21,18,-5,2,-12,-9,-2,7,10,9
Cc1ccc(OC(C)C(=O)N=Nc2c(O)[nH]c3ccc([N+](=O)[O-])cc23)cc1 (stereo not drawn),-2,-7,3,3,9,-8,19,-5,0

Next section:
Abbreviations – A = NALP3 yeast inh; B = SENP8 block-1; C = SENP1 FRET inh; D = PfG6PD inh; E = Apaf1 inhib; F = HKDC1 inh; G = SENP8 block-2; H = SENP7 inh; I = SENP6 inh
> O=S(=O)(Nc1cc(Cl)ccc1N1CCOCC1)c1ccccc1Cl
  A: 8	B: -4	C: 3	D: 0	E: 7	F: 5	G: 18	H: 3	I: 9

> O=C(Cn1ncn2c(cc3ccccc32)c1=O)NCc1ccco1
  A: 8	B: -10	C: -11	D: 6	E: 8	F: 11	G: -39	H: -9	I: -13

> CCOC(OCC)P(=O)(c1ccccc1)c1ccccc1
  A: 9	B: 1	C: -3	D: -2	E: -2	F: -11	G: 29	H: -4	I: 6

> Cn1c(CCN2CCCCC2)nc2cc(NC(=O)COc3ccccc3)ccc21
  A: 4	B: 1	C: -1	D: 11	E: 53*	F: 2	G: 1	H: 0	I: 12

> CCN(CC(=O)NCc1cccs1)C(=O)c1ccc(-c2ccc(F)cc2)o1
  A: 9	B: -2	C: -20	D: 15	E: -1	F: 3	G: -39	H: 11	I: -6

> COc1cc(C)c(N)cc1C(C)C
  A: 0	B: -4	C: -3	D: -6	E: -22	F: -11	G: 10	H: 8	I: -8

> CCCSCCCNC(=O)Cn1cc2c(n1)CCCCC2
  A: 14	B: 4	C: 4	D: -6	E: -7	F: -2	G: 11	H: -1	I: -5

> CCc1ccc(C2C(C(C)=O)=C(C(=O)OC)Nc3nnnn32)cc1 (stereo not drawn)
  A: -3	B: -3	C: -8	D: -16	E: 1	F: 0	G: -6	H: -6	I: 9

Source: PubChem BioAssay

No enrichment for hits; about 4.1% have a hit in one of these screens.
